# Rpn11 block: inhibitors of human proteasome Rpn11; O00487; human 26S proteasome, Ub4-pepOG fluorescence polarization; 20S core pre-blocked with epoxomicin; calls only at 20 µM; actives 0.59% (n = 360,000);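 active = inhibition at 20 µM, scaled to each plate's controls, above about 33%, limit read from the data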
# Target sequence (O00487 whole entry, looked up): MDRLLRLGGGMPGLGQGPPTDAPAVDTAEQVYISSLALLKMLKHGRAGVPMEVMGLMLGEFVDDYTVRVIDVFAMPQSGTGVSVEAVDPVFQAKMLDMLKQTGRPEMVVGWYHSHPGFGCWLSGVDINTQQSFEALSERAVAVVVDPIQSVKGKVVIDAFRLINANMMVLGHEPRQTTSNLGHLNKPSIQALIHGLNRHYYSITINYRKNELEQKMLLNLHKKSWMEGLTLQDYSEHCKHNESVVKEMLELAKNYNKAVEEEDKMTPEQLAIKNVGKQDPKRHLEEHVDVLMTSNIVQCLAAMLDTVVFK
# SKN-1 block: inhibitors of C. elegans SKN-1 | C. elegans VP596 Pgst-4::GFP/RFP ratio, acrylamide-induced, 24 h | actives 0.49% (n = 360,000) | inhibition, % at 21.8 µM;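 active = interference check ratio from 0.5 to 1.5 plus GFP to RFP signal ratio inhibition reaching or exceeding a fixed threshold, cut at about 30% in these data, passing the limit was not always enough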; also: some compounds called inactive have numbers as strong as hits
# SUMO1-SIM PPI: alters human SUMO1 binding to SIM partners; inhibition, % at 20 µM; AID 602429; SUMO1 binding to a labelled peptide, TR-FRET, 1 h; actives 0.33% (n = 360,000); in the data active = inhibition above about 37%
# Target sequence (P63165 whole entry, looked up): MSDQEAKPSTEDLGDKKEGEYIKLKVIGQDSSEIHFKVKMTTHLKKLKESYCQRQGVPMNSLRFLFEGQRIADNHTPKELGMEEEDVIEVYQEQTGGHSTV
# DNMT1 block: inhibitors of human DNMT1 | DNMT1 molecular beacon, Hinp1I cleavage, fluorescence | inhibition (reported as % activation of signal), % at 10 µM | actives 0.83% (n = 360,000) | AID 588458; in the data active = inhibition above about 50%
# STEP block: blocks human striatal-enriched tyrosine phosphatase; P54829; recombinant STEP, OMFP fluorogenic substrate, fluorescence; inhibition, % at 20 µM; actives 0.25% (n = 360,000); AID 588621;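 active = inhibition at 20 µM, scaled per plate between control wells, above about 37%, limit read from the data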;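 also: 0% = DMSO with enzyme and substrate and 100% = substrate only without enzyme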
#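 Assay system: isolated STEP enzyme / Timing: 20 min at room temperature, dark / Doses: 20 µM, 1% DMSO / Technique: fluorescence intensity, excitation 480 nm, emission 540 nm / Reagent: fluorogenic phosphatase substrate OMFP at 25 µM final / Measure: percent inhibition scaled to no-enzyme and uninhibited-enzyme controls, plate-pattern corrected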
# NRP1-CendR mod: modulators of CendR peptide binding to human neuropilin-1. O14786. FAM-RPARPAR peptide binding to NRP-1, fluorescence polarization. inhibition, % at 25 µM. actives 0.85% (n = 360,000);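 active = inhibition or corrected inhibition above about 18%, plus a signal ratio from 0.5 to 1.5, limit read from the data, passing the limit was not always enough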; also: strong numbers were not always called active
# LMPTP block: blocks human LMPTP phosphatase | inhibition, % at 20 µM | P24666 | AID 651560 | recombinant LMPTP-A, OMFP fluorogenic substrate, fluorescence intensity | actives 0.22% (n = 360,000);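 active = compounds that cut the enzyme signal by at least half of the control window in the single-dose screen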;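 also: plate controls were DMSO wells with enzyme plus substrate for no effect and substrate without enzyme for full effect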
# Target sequence (P24666 whole entry, looked up): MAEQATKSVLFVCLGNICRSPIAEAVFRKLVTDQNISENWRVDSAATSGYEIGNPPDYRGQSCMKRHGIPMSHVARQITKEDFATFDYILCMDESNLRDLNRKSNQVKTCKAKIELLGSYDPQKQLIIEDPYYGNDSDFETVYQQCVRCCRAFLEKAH
#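 Test system: LMPTP-A, protein tyrosine phosphatase of low molecular weight; Input: 0.625 nM enzyme; Incubation: 50 min dark incubation at room temperature; Signal: endpoint fluorescence intensity from OMFP dephosphorylation; Read-out basis: % inhibition versus control wells.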
# Scp-1 inhibitor: Scp-1 (human) phosphatase inhibition. Q9GZU7. Recombinant Scp1, phosphopeptide, malachite green phosphate absorbance. inhibition, % at 20 µM. actives 0.88% (n = 340,000);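 active = inhibition above about 50% at 20 µM, limit read from the data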;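 also: plate controls were DMSO wells with enzyme for no effect and wells lacking enzyme for full effect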
# Target sequence (Q9GZU7 76-261 limits assumed): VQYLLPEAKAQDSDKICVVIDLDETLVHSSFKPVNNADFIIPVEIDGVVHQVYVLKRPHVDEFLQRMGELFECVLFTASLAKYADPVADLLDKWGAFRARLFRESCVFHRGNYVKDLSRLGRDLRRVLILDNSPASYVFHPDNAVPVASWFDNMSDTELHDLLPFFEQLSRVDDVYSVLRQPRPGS
#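 System: truncated SCP-1 phosphatase (76-261aa); medium: Tris acetate buffer pH 5.5 with MgCl2 and Tween-20; incubation: 45 min room-temperature reaction, 5 min colour, 30 min stabiliser; compound: single 20 µM dose, 1% DMSO; reagent: Phosphorylated 17-residue peptide substrate; read-out: % inhibition at 20 µM; technique: colorimetric free-phosphate detection, absorbance 630 nm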
# NadD inh: NadD (S. aureus) enzyme inhibition; purified NadD enzyme, colorimetric absorbance read-out; inhibition, % at 20 µM; actives 0.78% (n = 360,000); AID 602399; in the data active = inhibition above about 26%; also: some compounds past the cut are filed as inactive
# MT1-MMP act inh: blocks activation of human MT1-MMP; GFP/RFP ratio change, % at 20 µM; HT1080 RFP-PRO-GFP cells, GFP/RFP ratio fluorescence, overnight; percent of plate control window, DMSO zero; actives 0.061% (n = 360,000);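 active = GFP/RFP ratio change of at least 30% with cell ATP level not reduced by more than half and red fluorescence within 50% of control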; also: strong numbers were not always called active
#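 Assay system: HT1080 cells carrying an RFP-PRO-GFP reporter | Dosing: Single dose of 20 µM compound, 1% DMSO final | Incubation: Cells overnight before dosing, compound overnight, 37 °C, 5% CO2 | Evaluation: GFP/RFP fluorescence ratio | Control set: DMSO and RFP-L50D-GFP cell wells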
# * hit, by the source's call; i = inactive; / = no result given; + = active, no number.
SMILES,Rpn11 block,SKN-1 block,SUMO1-SIM PPI,DNMT1 block,STEP block,NRP1-CendR mod,LMPTP block,Scp-1 inhibitor,NadD inh,MT1-MMP act inh
CC1(C)CC(=O)C=C(c2cccc(OC(=O)c3ccc(-c4ccccc4)cc3)c2)C1=O,i,3,0,1,-1,-6,2.5,/,2,-5
CN1CCN(S(=O)(=O)c2cccc(C(=O)Nc3cc(C(F)(F)F)ccc3N3CCCC3)c2)CC1,i,-13,5,-1,2,1,-0.7,-2,-3,0
COc1ccc(CCNc2oc(-c3ccc(OC)c(OC)c3)nc2C#N)cc1,i,14,5,-10,1,-3,3.6,-17,-19,4
CCOC(=O)Cn1nc(C)c(NC(=O)COc2ccc([N+](=O)[O-])cc2)c1C,i,-10,1,0,1,0,-0.9,-7,-5,2
CCOC(=O)c1sc(SCc2ccccc2)c2c1CC(C)(C)CC2=O,i,10,7,-1,0,-4,3.0,-5,-5,-1
Cc1csc(NC(=O)c2cccc(Cn3nc(C)c(Br)c3C)c2)n1,i,11,2,-10,-1,-15,2.0,-3,-1,4
Cc1coc(C)c1C(=O)CC1(O)C(=O)N(C)c2ccc(Cl)cc21 (configuration not stated),i,6,-3,2,-2,-5,-0.6,-1,-6,0
O=C1c2ccccc2C(=O)N1CN(C(=O)c1ccccc1[N+](=O)[O-])c1ccc(F)cc1,i,-2,-27,3,5,-8,-1.0,-2,-2,0
CS(=O)(=O)N(CC(=O)N/N=C/c1ccccc1C(=O)O)c1cccc(Cl)c1Cl,i,-3,-2,1,0,-2,0.0,0,2,-6
Cc1ccc(C(=O)N2CCN(C3CCCCC3)CC2)s1,i,7,-3,-1,-4,-11,0.1,1,-3,2

# Whole records, looked up by structure:
# Shown for Cc1ccc(C(=O)N2CCN(C3CCCCC3)CC2)s1 : Rpn11 block: i; SKN-1 block: 7; SUMO1-SIM PPI: -3; DNMT1 block: -1; STEP block: -4; NRP1-CendR mod: -11; LMPTP block: 0.1; Scp-1 inhibitor: 1; NadD inh: -3; MT1-MMP act inh: 2
# Shown for CC1(C)CC(=O)C=C(c2cccc(OC(=O)c3ccc(-c4ccccc4)cc3)c2)C1=O : Rpn11 block: i; SKN-1 block: 3; SUMO1-SIM PPI: 0; DNMT1 block: 1; STEP block: -1; NRP1-CendR mod: -6; LMPTP block: 2.5; Scp-1 inhibitor: /; NadD inh: 2; MT1-MMP act inh: -5

# The list continues:
SMILES,Rpn11 block,SKN-1 block,SUMO1-SIM PPI,DNMT1 block,STEP block,NRP1-CendR mod,LMPTP block,Scp-1 inhibitor,NadD inh,MT1-MMP act inh
COc1ccc(NC(=S)N(CCN(C)C)C(C)c2ccco2)cc1 (configuration not stated),i,-10,2,4,-2,3,-2.4,-4,-4,4
O=C(CN1C(=O)C2CCCCN2C(=O)c2ccccc21)N1CCCc2ccccc21 (configuration not stated),i,6,1,-2,-1,-8,-0.2,-6,0,1
c1ccc(N=P(N2CCOCC2)(N2CCOCC2)N2CCOCC2)cc1,i,-7,1,-1,1,-4,0.1,-8,-2,2
CN1C(=O)c2ccccc2C(C(=O)O)C1c1cccc(Cl)c1 (configuration not stated),i,7,0,2,-4,2,-0.8,-5,-4,0
COCC(C)n1c(C)cc(C(=O)CSc2nnnn2C2CCCC2)c1C (configuration not stated),i,0,-2,4,-1,11,-0.7,-10,1,1
Cc1cccc(NC(=O)c2cc3c(n(-c4ccccc4)c2=O)CCCC3=O)n1,i,-12,7,2,3,11,-1.0,-4,-2,0
CC(=O)N1c2ccc(S(=O)(=O)NCC3CCC(C(=O)NCc4ccc(C)cc4)CC3)cc2CC1C (configuration not stated),i,12,-2,-2,0,7,0.8,-2,3,2
COc1ccc(S(=O)(=O)Nc2ccc3cn[nH]c3c2)cc1[N+](=O)[O-],i,-9,-24,11,-2,-3,4.3,23,-1,9
CC(=O)OCC1=C(C(=O)OC(C)(C)C)N2C(=O)[C@@H](NC(=O)Cc3ccccc3)[C@H]2SC1,i,5,3,8,3,-8,-1.0,91*,19,4
CCOc1ccc(CCNC(=O)COC(=O)COc2ccccc2C)cc1OCC,i,-6,-1,0,3,-4,0.4,-5,-5,4
COc1cccc(CNC(=O)N2CCN(S(=O)(=O)c3ccc(C)cc3)CC2)c1,i,-3,5,0,1,-1,0.8,-3,-3,2
Cc1cc(C)c(NC(N)=S)c(C)c1,i,-7,-4,1,-2,10,-2.0,7,4,-1
O=C(C[C@H]1C[C@H]2c3cc(NS(=O)(=O)c4ccc(F)cc4)ccc3O[C@H]2[C@H](CO)O1)NCc1cc(F)ccc1F,i,7,7,-2,-1,-11,0.1,/,1,6
CCCCCN(C(=O)CCC(=O)OCC(=O)N1CCCCC1C)c1c(N)n(CCCC)c(=O)[nH]c1=O (configuration not stated),i,8,1,-1,2,-8,-0.7,-5,0,0
COC(=O)CSc1nnc(CNC(=O)c2cccc(C)c2)n1-c1ccccc1OC,i,6,3,5,3,-6,-3.9,5,3,2
Cc1cc([N+](=O)[O-])cc2c1NC(=O)C2(O)N1CCCC(C)C1 (configuration not stated),i,14,-20,-2,2,3,-0.6,-14,-4,-1
Cc1ccc(/C=C2/NC(=O)N(c3ccccc3)C2=O)o1,i,13,-14,-2,-1,-20,0.2,-2,2,-8
COCC(C)NC(=O)c1cc2cc(OC)ccc2[nH]1 (configuration not stated),i,15,-3,-3,0,-4,-0.9,-5,1,1
C=CCn1c(SCC(=O)c2cc(C)n(CC3CCCO3)c2C)nnc1-c1ccccc1 (configuration not stated),i,14,-4,-5,0,3,-1.4,6,2,-2
CCOC(=O)C(Cc1ccccc1)NC(=O)CCCC(=O)c1ccccc1 (configuration not stated),i,6,2,1,1,13,-2.0,-1,-2,1
CCC(=O)Nc1ccc(/C=C(\C(C)=O)C(=O)c2ccccc2)cc1,i,-1,-4,-1,0,-6,-0.8,-7,-7,-6
CCN(Cc1nc2ccccc2c(=O)[nH]1)C(=O)COc1ccccc1Cc1ccccc1,i,10,2,1,-1,-9,0.7,-1,1,-4
COc1ccccc1NC(=O)CN1C(=O)NC2(CCCc3ccccc32)C1=O (configuration not stated),i,-23,-4,1,-2,-4,1.4,-2,-1,-1
Cn1c(SCC(=O)Nc2ccc(Cl)cc2)nnc1C1CC1,i,16,-1,2,0,6,-0.5,1,-1,3
COc1ccc(OCC(=O)NCc2nc(-c3ccccc3)no2)cc1,i,-11,3,-3,1,-13,-0.6,-8,6,0
CN(C)CCOC(c1ccccc1)c1ccccc1 (tested in a mixture with another compound),i,3,21,14,-2,17,-0.2,-4,-4,-3
Cc1nc(C(F)(F)F)c(C(=O)N=CN(C)C)s1,i,7,2,-1,0,2,-0.1,-1,2,3
O=c1[nH]c(-c2cccs2)nc2ccccc12,i,23,-7,1,-1,11,-0.8,5,-5,-8
CN1CCN(CCC(=O)N2c3ccccc3Sc3ccc(Cl)cc32)CC1,i,-19,-3,-5,4,-10,-2.4,-7,-3,-8
COc1ccc(Br)cc1/C=N/Nc1ccccn1,i,1,0,1,-1,4,-0.8,4,-3,-1
CC(=O)N1c2ccccc2CCc2ccc([N+](=O)[O-])cc21,i,-3,-23,4,-1,-10,-0.6,-1,-8,-2
CCN(CC)C(=O)c1ccc(S(=O)(=O)c2ccccc2)cc1,i,3,2,5,-1,12,-0.1,-7,-6,-1
Cc1no[n+]([O-])c1COc1cccc(/C=C2\N=C(c3ccccc3)OC2=O)c1,i,8,11,7,0,-9,-0.9,-5,-4,-4
CCOC(=O)C1=C(C)Nc2ccccc2N=C1N,i,-3,4,-2,-3,2,-2.6,-2,-3,1
CCOC(=O)c1c(C)[nH]c(C)c1S(=O)(=O)N(C)CC(=O)NCc1cccc(C)c1,i,6,3,0,-3,3,-0.6,-2,2,0
CC(C)n1c(=S)[nH]c2ccccc2c1=O,i,8,1,0,10,13,-0.3,-4,-7,-4
O=C(Nc1ccc2oc(-c3cccnc3)nc2c1)c1ccc2c(c1)OCCO2,/,10,11,39,38,-12,54*,52*,33*,8
Clc1ccc(CN2CCCCCCC2)cc1Cl,i,20,-1,2,3,-2,-1.8,1,-6,6
O=C(NCc1ccco1)/C(=C/c1ccc([N+](=O)[O-])cc1)NC(=O)c1ccco1,i,-16,-26,1,-1,11,-0.3,-2,-4,0
O=S(=O)(NCC1CCCO1)c1ccc(-c2ccc(Cl)cc2)cc1 (configuration not stated),i,7,1,0,-3,1,0.5,-1,-1,-2
CCc1ccc(NC(=O)/C(C#N)=C\c2ccc(OC)c(C(=O)O)c2)cc1,i,8,0,-7,-2,-12,0.0,-4,-5,1
CCOC(=O)Cc1csc(NS(=O)(=O)c2cc(Cl)ccc2Cl)n1,i,4,14,-15,1,-18,1.4,-5,-6,-2
COc1ccc(CCNC(=O)Cn2nc(C)c3c(C)n(-c4ccccc4)nc3c2=O)c(OC)c1,i,17,6,-5,-3,10,0.4,-5,3,1
CC(C)(C)C(=O)N1CCN(CCN2C(=O)c3cccc4cccc(c34)C2=O)CC1,i,5,-30,2,-6,-12,-0.5,-5,0,0
O=C(COC(=O)/C=C/c1ccc(Cl)cc1)NCCc1ccccc1,i,2,0,0,0,-2,-1.2,-7,-4,5
NC(=O)C1CCN(C(=O)c2cc3ccccc3cc2O)CC1,i,-8,-4,0,-2,1,0.1,-2,-2,0
O=C(Cn1c(=O)[nH]c2ccccc2c1=O)Nc1cccnc1,i,2,2,0,-5,10,-0.3,-9,1,2
O=C(COC(=O)c1ccco1)Nc1nc2c(F)c(F)c(F)cc2s1,i,-8,2,-2,4,-58,23,28,-1,-3
Cc1ccc2c(CC(=O)NCCc3ccc(S(N)(=O)=O)cc3)coc2c1,i,6,2,1,-3,9,-0.7,-1,-7,1
CC(=O)N1CCC(=NNC(=O)c2cc3ccccc3cc2O)CC1,i,13,-2,-4,2,3,-0.5,-11,4,-3

# The list continues:
SMILES,Rpn11 block,SKN-1 block,SUMO1-SIM PPI,DNMT1 block,STEP block,NRP1-CendR mod,LMPTP block,Scp-1 inhibitor,NadD inh,MT1-MMP act inh
Cc1c([N+](=O)[O-])c(C(=O)NC2CCCC2)nn1C,i,1,-2,-3,0,6,0.1,-2,4,-5
Cc1noc(C)c1C(=O)N1CCC1(C)C(=O)NS(=O)(=O)Cc1cccc(Cl)c1 (configuration not stated),i,-3,8,4,0,15,-2.0,/,-4,1
CCCCOC(=O)c1ccc(NC(=O)C(CCS(C)(=O)=O)NC(C)=O)cc1 (configuration not stated),+,10,-1,2,0,14,0.2,-9,6,10
CCN(CC)S(=O)(=O)c1cccc(-c2nnc(C(=O)c3ccc(C(F)(F)F)cc3)o2)c1,i,1,16,1,0,-12,1.3,-9,1,1
